Compound activity from PubChem BioAssay.
EphA4 KYL inhibition – EphA4 ligand-binding antagonists – biochemical, colorimetric, mouse EphA4, primary screen (AID 689) | EphA4-AP binding to KYL peptide, pNPP A405; higher % means a stronger effect | one-dose inhibition, % at 10 µM; IC50 in µM for titrated hits | hit rate 0.1% among 62,000; in the data active means a potency from the dose series; inactive means the rest, 99 in 100 with inhibition below about 22%
Active calls of the source: *; & = joins results of further samples. These rows are one share of the data; count on the stated rates, not on these rows.

SMILES | EphA4 KYL inhibition
Cc1ccc(NC2=CC(=O)CC(c3ccco3)C2)c(N)c1 (centres undefined) | 3.0%
N#CCCNC(=O)CCN1CCOCC1 | 5.2%
CCc1nnc(NC(=O)CCC(=O)N2CCN(CCc3ccccc3)CC2)s1 | -10.9%
CCCC(=O)Nc1nc2n(n1)C(c1ccccc1)CC(=O)N2 (centres undefined) | -2.0%
Cc1nn(-c2nc3ccccc3[nH]2)c(N)c1-c1ccc(Cl)cc1 | -7.3%
COc1cc(C(=O)Nc2c(C)cc(C)cc2C)c([N+](=O)[O-])cc1OC | 1.5%
COc1cc(-c2cc3nc(C)c(C)c(=O)n3[nH]2)cc(OC)c1OC | -24.5%
CCCCCCOc1ccc(N2C(=O)CC(S/C(N)=N/N=C(\C)c3cccs3)C2=O)cc1 (centres undefined) | -10.0%
O=C1N/C(=C\c2ccc(N3CCOCC3)c(F)c2)C(=O)N1Cc1ccccc1 | -3.6%
Cc1ccc(Cc2cnc(NC(=O)c3ccccc3)s2)cc1 | -14.8%
COc1ccc(COC(=O)NC2CCN(S(=O)(=O)c3ccc(OC)cc3)CC2)cc1 | 0.1%
Cc1cccc(C)c1NC(=O)C(c1ccccc1)N1CCC1=O (centres undefined) | -7.9%
COC(=O)c1ccc(COc2cc3oc(=O)c4c(c3cc2Cl)CCC4)cc1 | -4.8%
O=C(c1cc2ccccn2n1)N1CCN(Cc2ccccc2)CC1 | 2.9%
CC(=O)Nc1nnc(SCC(=O)NC(C)(C)C)s1 | -19.1%
CSc1nc2c(c(=O)[nH]1)C(c1ccc(Br)cc1)c1c(nc(SC)[nH]c1=O)O2 | -3.8%
COc1cccc2c(=O)c(SC(F)(F)C(F)C(F)(F)F)c(C)[nH]c12 (centres undefined) | -1.8%
Cc1ccc(NC(=O)CSc2nnc(-c3ccncc3)o2)cc1 | -8.3%
COc1ccc(NC(=O)CSc2nc3ccccc3c(=O)n2CCCN2CCCCC2)c(OC)c1 | 5.9%
COc1ccc(S(=O)(=O)NCCN2CCOCC2)c2ccccc12 | -4.9%
CC(=O)Nc1c(C)cc(C(C)(C)c2cc(C)c(NC(C)=O)c(C)c2)cc1C | -6.2%
O=C(NCCN1CCOCC1)c1ccc2ccccc2c1 | -6.1%
COc1ccc(NC(C)C(=O)N/N=C/c2ccccc2OCc2ccc(Br)cc2)cc1 (centres undefined) | -4.3%
COc1cccc(NC(=O)c2cc(-c3cccnc3)nc3c(Cl)cccc23)c1 | -4.9%
CC(C)C(=O)Nc1cccc(NC(=O)c2cccc([N+](=O)[O-])c2)c1 | -8.9%
Cc1ccc(OCC(=O)N2CCN(c3ccc([N+](=O)[O-])cc3)CC2)cc1C | 1.5%
COc1cc(-c2nnc(COC(=O)C3c4ccccc4Oc4ccccc43)o2)cc(OC)c1OC | -6.6%
CCN(Cc1ccccc1)C(c1cc2cc(C)cc(C)c2[nH]c1=O)c1nnnn1CCOC (centres undefined) | -3.3%
CC(C)c1nnc(NC(=O)CN2C(=O)c3ccccc3C2=O)s1 | 1.2%
O=C(CNC(=O)Cn1cnc2sc3c(c2c1=O)CCCC3)NCc1ccccn1 | 6.0%
O=C(O)COc1cccc(NC(=O)c2ccccc2)c1 | -3.8%
CCOC(=O)C(Sc1ncnc2c1sc1nc(N3CCOCC3)c3c(c12)CCCC3)c1ccccc1 (centres undefined) | -1.2%
O=C(NCCCN1CCOCC1)C(=O)Nc1ccc(F)cc1 | -1.6%
CN1C(=O)C(O)(CC(=O)c2ccc(F)cc2)c2ccccc21 (centres undefined) | -13.9%
CCOc1cc(C2CC(=O)Nc3cc(C)c(C)cc32)ccc1O (centres undefined) | -2.8%
Cc1ccc(S(=O)(=O)N=Nc2c(O)[nH]c3ccccc23)cc1C | 2.0%
Cc1nnc(C)n1/N=C/c1cc(Br)ccc1O | 0.6%
CCOc1cc(-c2c(C)c(CC)nc(N)c2C#N)ccc1O | -3.8%
Cc1ccc(-n2nc(-c3ccccc3)c3c2C(=O)C=CC3=O)cc1 | 19.3%
CCOc1ccc(N(CC(=O)Nc2cccc3ccccc23)S(C)(=O)=O)cc1 | -2.1%
Sc1oc(-c2ccccc2)cc1C=Nc1ccccc1 | -1.5%
Cc1cccc(N2CCN(C(=O)c3c(C)nn(Cc4ccccc4Cl)c3C)CC2)c1C | 6.4%
Cc1cccnc1NC(=O)C12CCC(C)(C(=O)O1)C2(C)C (centres undefined) | 7.0%
NS(=O)(=O)c1ccc(NC(=O)Cn2ncc3c2-c2ccccc2OC3)cc1 | -6.7%
COc1ccc2oc(C(=O)OCC(=O)c3ccc4c(c3)OCCO4)c(C)c2c1 | -6.3%
CC1C(c2ccccc2)=[N+]([O-])C2(CCCCC2)N1O (centres undefined) | -7.8%
Cc1ccc(C)c(OCC(=O)NCCN(C)C)c1 | -2.1%
COc1cc(NC(=O)C2CC(=O)NC3=C2C(=O)CCC3)c(OC)cc1Cl (centres undefined) | -11.6%
Cc1ccc(C(=O)C2=C(O)C(=O)N(CCCN3CCOCC3)C23C(=O)N(C)c2ccccc23)o1 (centres undefined) | -9.4%
O=C(COC(=O)CC12CC3CC(CC(Br)(C3)C1)C2)NC(=O)NCc1ccco1 | -1.9%
O=C1C(c2ccc(F)cc2)N(C2CCCCC2)C(=O)CN1C1CCCC1 (centres undefined) | -14.1%
O=C(NC1CCCCC1)C1CN(S(=O)(=O)c2ccccc2)CCN1S(=O)(=O)c1ccccc1 (centres undefined) | -10.2%
CCC(=O)Nc1cccc(-c2nc3ccccc3c(=O)o2)c1 | 4.4%
COc1ccccc1N1CCN(C(=O)c2c(-c3ccccc3Cl)noc2C)CC1 | -8.8%
CCOC(=O)c1cnc2cc(-c3ccc(C(C)(C)C)cc3)nn2c1N | -10.1%
Clc1ccccc1Nc1c2c(nc3ncnn13)CCC2 | -2.0%
CCC(CC)C(=O)Nc1cccc(C(=O)Nc2nccs2)c1 | -2.4%
COCCNCCOc1ccc(Br)cc1 | -9.6%
c1ccc2c(c1)nc(N1CCOCC1)c1nncn12 | -6.6%&-11.1%
Cc1ccc(OCC(=O)NNC(=O)CCc2ccccc2)cc1 | -4.0%

Following part:
SMILES | EphA4 KYL inhibition
COc1ccc(-n2c(=O)[nH]cc(C(=O)Nc3ccc4c(c3)OCCO4)c2=O)cc1 | -7.3%
Cc1cc(-c2nnc(-c3cc4ccccc4oc3=O)o2)c(C)n1-c1ccccc1 | -9.3%
COc1ccc(S(=O)(=O)Nc2ccc(S(=O)(=O)N3CCOCC3)cc2)cc1 | -1.2%
COC(=O)C1CCN(c2cc(=O)n(C3CCCCC3)c(=O)[nH]2)CC1 | -5.2%
NC(=S)Nc1cccc2cccnc12 | -2.1%
CCn1c(CSc2nncn2-c2ccc(OC)cc2)nc2cc(S(=O)(=O)N(C)C)ccc21 | -12.3%
CC(=O)c1cccc(NC(=O)COc2ccccc2C(C)(C)C)c1 | 2.0%
COCCNC(=O)C(c1ccc(Cl)cc1)N(C(=O)CCC(=O)Nc1ccccn1)C1CCCC1 (centres undefined) | 0.4%
O=[N+]([O-])c1ccccc1S(=O)(=O)Nc1ccc(OCc2ccccc2)cc1 | -1.5%
Cc1cc(C(=O)CSc2nc3ccc(Cl)cc3[nH]2)c(C)n1C | -1.9%
Cc1nc2cc(NCc3ccc(N(C)C)cc3)ccc2n1Cc1ccccc1 | -7.1%
COCCNC(=O)C1c2cc(OC)c(OC)cc2C(=O)N(C)C1c1cccnc1 (centres undefined) | -9.6%
COCCCN1C(=O)C(=O)/C(=C(/O)c2ccc(OC(C)C)c(C)c2)C1c1ccncc1 (centres undefined) | -16.2%
O=C(NC12CC3CC(CC(C3)C1)C2)c1cccnc1 | -6.8%
Cc1nc2cc(C(=O)OCC(=O)N(CC(C)C)C3CCS(=O)(=O)C3)ccc2n1-c1ccccc1 (centres undefined) | -8.3%

Next section; it opens with the 7 that closed the last part.
SMILES | EphA4 KYL inhibition
O=[N+]([O-])c1ccccc1S(=O)(=O)Nc1ccc(OCc2ccccc2)cc1 | -1.5%
Cc1cc(C(=O)CSc2nc3ccc(Cl)cc3[nH]2)c(C)n1C | -1.9%
Cc1nc2cc(NCc3ccc(N(C)C)cc3)ccc2n1Cc1ccccc1 | -7.1%
COCCNC(=O)C1c2cc(OC)c(OC)cc2C(=O)N(C)C1c1cccnc1 (centres undefined) | -9.6%
COCCCN1C(=O)C(=O)/C(=C(/O)c2ccc(OC(C)C)c(C)c2)C1c1ccncc1 (centres undefined) | -16.2%
O=C(NC12CC3CC(CC(C3)C1)C2)c1cccnc1 | -6.8%
Cc1nc2cc(C(=O)OCC(=O)N(CC(C)C)C3CCS(=O)(=O)C3)ccc2n1-c1ccccc1 (centres undefined) | -8.3%
CCn1c(SC)nnc1-c1c[nH]c2ccccc12 | -8.9%
COC(=O)c1ccc(S(=O)(=O)N2CCCCCC2)cc1 | 4.0%
O=C1NN(c2ccccc2)C(=O)/C1=C\c1cccc([N+](=O)[O-])c1 | -5.4%
O=C(/C=C/c1ccc(OCCCF)cc1)NCc1ccc(Cl)cc1 | -1.4%
O=C1NC(=O)N(c2ccccc2Cl)C(=O)/C1=C\C=C\c1ccco1 | 10.4%
COc1cccc(C(=O)Nc2ccc3nn(-c4ccc(Cl)cc4)nc3c2)c1 | -12.8%
Cc1ccc(NC(=S)NC(=O)C(=O)Nc2ccccc2)cc1 | -1.7%
Nc1c(Cl)cc(Cl)cc1C(=O)OCC(=O)N1CCCC1 | 4.3%
CCCNC(=O)Cn1cnc2sc(C(=O)NCCN(CC)CC)c(C)c2c1=O | 8.5%
Cc1ccccc1NC(=O)CSc1nnc(-c2ccoc2C)n1CCc1ccccc1 | -1.1%
CC(C)(C)n1nnnc1C(c1cccnc1)N1CCN(c2ccccc2)CC1 (centres undefined) | -19.1%
COc1ccc(CCNS(=O)(=O)c2ccc3c(c2)CCN3C(=O)C2CC2)cc1OC | -2.2%
COc1cc(OC)cc(C(=O)O/N=C(\c2ccncc2)c2ccc([N+](=O)[O-])cc2)c1 | -6.9%
CC1=C(C(=O)OC(C)C)C(c2ccccc2)N2C(=O)CCSC2=N1 (centres undefined) | -20.3%
CC(=O)c1c(C)nc2ccc(OC(F)(F)F)cc2c1-c1ccccc1 | -16.0%

Of the compounds above, 4 have a tert-butyl group.
SMILES | EphA4 KYL inhibition
CC(=O)Nc1nnc(SCC(=O)NC(C)(C)C)s1 | -19.1%
CCOC(=O)c1cnc2cc(-c3ccc(C(C)(C)C)cc3)nn2c1N | -10.1%
CC(=O)c1cccc(NC(=O)COc2ccccc2C(C)(C)C)c1 | 2.0%
CC(C)(C)n1nnnc1C(c1cccnc1)N1CCN(c2ccccc2)CC1 (centres undefined) | -19.1%

Single values from above:
EphA4 KYL inhibition, Nc1c(Cl)cc(Cl)cc1C(=O)OCC(=O)N1CCCC1 → 4.3%
EphA4 KYL inhibition, CC1=C(C(=O)OC(C)C)C(c2ccccc2)N2C(=O)CCSC2=N1 (centres undefined) → -20.3%
EphA4 KYL inhibition, COc1ccc(CCNS(=O)(=O)c2ccc3c(c2)CCN3C(=O)C2CC2)cc1OC → -2.2%
EphA4 KYL inhibition, COC(=O)c1ccc(S(=O)(=O)N2CCCCCC2)cc1 → 4.0%

(more compounds)
SMILES | EphA4 KYL inhibition
CCCCOC(=O)CSc1nc2c(c(=O)[nH]c(=O)n2C)n1C/C=C(\C)Cl | -1.3%
Cn1c(=N)c(S(=O)(=O)c2ccc(F)cc2)cc2c(=O)n3ccccc3nc21 | -14.3%
CCN(CCCNC(=O)CC(C(=O)N1CCc2ccccc21)n1ccnc1)c1ccccc1 (centres undefined) | 4.5%
Cc1ccc(C(=O)N2CCN(c3ccc(NC(=S)NC(=O)Cc4ccccc4)cc3)CC2)cc1 | -7.2%
O=[N+]([O-])c1ccc(N2CCN(Cc3ccccc3)CC2)c(S(=O)(=O)N2CCOCC2)c1 | -5.1%
COc1ccc(C(=O)NCc2nnc(SCC(=O)N3CCCCC3)o2)cc1OC | -12.3%
COc1ccc(S(=O)(=O)N2CC(C(=O)O)Oc3ccc(CC(=O)O)cc32)cc1 (centres undefined) | 5.7%
COCCNC(=O)c1onc(CSc2ccccc2C)c1C(=O)O | -11.4%
CCN(CC)S(=O)(=O)c1ccc(Cl)c(C(=O)Oc2cccnc2)c1 | 9.8%
CCN(CC)CCNC(=O)CCc1nn(C)c(=O)c2ccccc12 | -4.6%
COc1cccc(CSc2nc3ccccc3cc2C=O)c1 | 23.1%
COC(=O)c1ccccc1NC(=O)Nc1ccc2c(c1)OCO2 | -1.1%
O=C1C(C=NCc2ccccn2)=C(O)c2ccccc21 | -3.8%
FC(F)(F)c1nc2ccccc2nc1N/N=C/c1ccc(Cl)cc1 | -2.7%
Cc1onc(-c2ccccc2Cl)c1C(=O)Nc1ccc(-c2nnc3n2CCCCC3)cc1 | -6.5%
O=C(Nc1ccccc1)C1CCN(C(=O)c2ccccc2)CC1 | -6.8%
CCCCn1ccnc1C(=O)c1cccc(S(=O)(=O)N2CC(C)CC(C)C2)c1 (centres undefined) | 13.6%
COC(=O)CCN(C)CCC(=O)OC | -9.5%
CN(C)c1ccc(C2/C(=C(/O)c3ccccc3)C(=O)C(=O)N2Cc2ccccc2)cc1 (centres undefined) | -2.5%
CCOC(=O)c1ccc(-n2c(C)nc3ccccc3c2=O)cc1 | 0.8%
O=C(CNCCO)NC12CC3CC(CC(C3)C1)C2 | -12.2%
COC(=O)c1nc(NC(=O)C(C)C)n[nH]1 | 5.7%
Cc1ccc(C)n1-c1cccc2cccnc12 | 24.2%
Cc1cccc(N2CCN(C(=O)n3ccnc3)CC2)c1C | -9.1%
CCOC(=O)c1cnc2cc(-c3ccco3)[nH]n2c1=O | -1.9%
Cc1ccc(S(=O)(=O)N(Cc2ccccc2)c2ccccc2C(=O)NCc2ccco2)cc1 | -11.9%&-7.2%
CCOc1ccc(S(=O)(=O)Nc2cccnc2)c2ccccc12 | -9.2%
CCSc1cc(C)nc2c(-c3ccc(Cl)cc3)c(C)nn12 | -11.8%
Cc1ccc2c(c1)c1c(n2CC(O)CNC(C)(C)C)CCCC1 (centres undefined) | -5.1%
COc1ccccc1OCC(=O)NC1CCCCCC1 | -14.9%
CCN(C(=O)CSc1ncccc1C(=O)OC(C)C)c1cccc(C)c1 | 1.9%
Oc1ccccc1-c1cc(-c2ccccc2)no1 | 2.3%
Cc1ccc(-c2[nH]n3c(=O)cc(-c4ccc([N+](=O)[O-])cc4)nc3c2C)cc1 | -1.1%
